Screens: PubChem, National Center for Advancing Translational Sciences (NCATS)
KAT2A inh: qHTS Assay for Inhibitors of GCN5L2 | Histone acetyltransferase KAT2A (Homo sapiens), Q92830 | GCN5L2 HAT assay, ThioGlo1 CoA-SH fluorescence | Potency, µM (top dose mostly 58.9 µM), without a hit: at the highest dose activity change, negative = inhibition, hits mostly inhibitors | 0.21% of 390,000 active | AID 504327, 2011
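Fluorescence readout, Ex340nm/Em540nm: ThioGlo1 (50uM final) reacts with free CoA thiol released as 20nM GCN5L2 acetylates H3(1-25) peptide (75uM) using acetyl-CoA (70uM). Compound and enzyme sat 15 min beforehand; 20 min room-temperature reaction.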
FEN1 inh: qHTS Assay for the Inhibitors of Human Flap endonuclease 1 (FEN1). P39748. Potency, µM (series often up to 114 µM), inactives show top-dose activity change, negative = inhibition, most hits filed as inhibitors. Recombinant FEN1 flap cleavage, fluorescence, 15 min. 0.35% of 390,000 active; note: nearly all actives have a fitted effect of over 65% in size
Target sequence (P39748 whole entry, looked up): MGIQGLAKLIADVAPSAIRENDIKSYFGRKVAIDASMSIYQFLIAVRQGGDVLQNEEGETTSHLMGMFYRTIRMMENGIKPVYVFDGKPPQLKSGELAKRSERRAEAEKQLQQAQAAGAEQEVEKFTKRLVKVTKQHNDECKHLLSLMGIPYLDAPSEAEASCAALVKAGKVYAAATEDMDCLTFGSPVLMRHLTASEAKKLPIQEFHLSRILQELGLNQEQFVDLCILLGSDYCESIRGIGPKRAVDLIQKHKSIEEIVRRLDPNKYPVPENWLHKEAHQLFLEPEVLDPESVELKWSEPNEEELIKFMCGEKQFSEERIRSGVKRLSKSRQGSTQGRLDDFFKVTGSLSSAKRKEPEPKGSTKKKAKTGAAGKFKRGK
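Recombinant FEN1 (10 nM) was preincubated with pin-transferred compounds for 15 min at room temperature, then flap DNA substrate (50 nM final) was added. Plates were read at 0 and 15 min, and normalized concentration–response data were fitted to a four-parameter Hill equation.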
N370S GC: qHTS Assay for Inhibitors and Activators of N370S glucocerebrosidase as a Potential Chaperone Treatment of Gaucher Disease. AID 2101, 2009. N370S GC spleen homogenate, 4MU-glucoside fluorescence. 0.092% of 330,000 active. Potency, µM (series often up to 59.4 µM), for inactives: at the top dose activity change, negative = inhibition, usual class: inhibitors. Lysosomal acid glucosylceramidase (Homo sapiens), P04062;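 note: 0% = full enzyme activity and -100% = no enzyme basal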
* = called active by the depositor; ? = inconclusive; . = no result given; & = joins results of further samples; [ ] = remark or other dose. Calls come from the whole dose curve; as a rule, active = well fitted curve in the direction sought with a large enough effect; inconclusive = small, poorly fitted or top-dose-only effect, or another doubt; inactive = no such curve, though single readings can be large; an effect the other way counts as inactive or inconclusive. Unless noted, % is set by controls: 0 for no effect and ±100 for the full control effect; potency is the fitted concentration of half-maximal effect.

Molecule | KAT2A inh | FEN1 inh | N370S GC
O=C(NCC1CC1)c1onc(CSc2nc3ccccc3[nH]2)c1C(=O)NCC1CC1 | -1% | 4% | -12%
Cc1noc2ncnc(NCc3cccc(Cl)c3)c12 | 18% | -12% | .
CCOc1cc(/C=C2\CCn3c2nc2cc(Cl)ccc2c3=O)ccc1O | -9% | 4% | -6%
CC(=O)N1CCSc2ccc(S(=O)(=O)Nc3ccccc3C)cc21 | -3% | 8% | 21%
COC(=O)CC(=O)CSc1nc2cc(C(=O)NC(C)C)ccc2c(=O)n1CCc1ccccc1 | 5% | -4% | .
O=C(NCc1ccccc1Cl)c1ccc2c(=O)n(CCCN3CCCC3=O)c(=S)[nH]c2c1 | ? | 0% | 12%
Cc1ccc(/C=N/NC(=O)CC(=O)NCc2cccnc2)cc1 | 2% | 7% | 2%
COc1ccc(C(=O)C[n+]2ccc3c(c2)nnn3-c2ccccc2)cc1 | -10% | -1% | 5%
CC(C)(C)OC(=O)N1CCN(c2ccc(NC(=O)c3ccco3)cc2)CC1 | -6% | 1% | -9%
COc1ccc(/C=N/NC(=O)c2cccnc2)cc1CSc1ccccn1 | -4% | -8% | -3%
O=[N+]([O-])c1cncc([N+](=O)[O-])c1Nc1ccccc1Cl | -2% | -3% | -1%
CCCc1nn(C)c(C(N)=O)c1[N+](=O)[O-] | -5% | -1% | 2%
O=C(Cc1ccccc1)Nc1nccs1 | -4% | -3% | 1%
COc1cc2ccccc2cc1C(=O)N(CCN(C)C)c1nc2ccc(C)cc2s1 | -4% | 0% | ?
O=S(=O)(NCc1cn2ccccc2n1)c1ccccc1F | -9% | -2% | -6%
C=CCn1c(=O)[nH]c2cc(C(=O)N3CCN(c4ccc(C(C)=O)cc4)CC3)ccc2c1=O | -10% | -3% | -2%
COc1ccc(-c2nnc(SCC(=O)N3CCCCC3)o2)c(OC)c1 | -7% | 12% | 6%
Cc1cc(Oc2ccc(=O)n(C)n2)nc(SCC(N)=O)n1 | 0% | -3% | -4%
CN1CCCC(CC2Oc3ccccc3Sc3ccccc32)C1 (stereo not drawn) | -3% | 4% | -1%
Cc1ccc(S(=O)(=O)NCCC(=O)NC2CCCCCC2)cc1C | -5% | 0% | .
CCCn1c(=O)c(C(=O)NCc2ccc3c(c2)OCO3)c(O)c2ccccc21 | -1% | 0% | 0%
Cc1ccc(N2CC(C(=O)NCc3ccco3)CC2=O)cc1Cl (stereo not drawn) | 1% | -7% | -9%
CN(C)S(=O)(=O)c1cccc(NC(=O)COC(=O)COc2ccccc2[N+](=O)[O-])c1 | -9% | 2% | -1%
C=CCCCCCCCCCBr | 40%[activator] | . | -6%
Cc1cccc(NC(=O)CN2CCN(CC(=O)Nc3ccc(-c4ccccc4)cc3)CC2)c1C | -17% | 8% | 6%
O=C(NCc1ccc2c(c1)OCO2)c1ccc2c(c1)C(=O)N(Cc1cccnc1)C2=O | -6% | -14% | 1%
CCOC(=O)c1c(-c2ccco2)csc1NC(=O)COC(=O)c1cnc(C)cn1 | ? | -14% | 6%
CCCOc1ccc(C(=O)Nc2ccc3c(c2)OCO3)cc1 | -3% | -8% | -3%
C=CCc1cccc(/C=N/c2ncccc2O)c1O | -8% | -16% | 3%
O=C(Nc1ccncc1)c1ccc(Cl)c([N+](=O)[O-])c1 | -1% | -9% | -13%

Reprinted from the part before: three entries, then new ones.
Value order – KAT2A inh, FEN1 inh, N370S GC
- CCCOc1ccc(C(=O)Nc2ccc3c(c2)OCO3)cc1
 : -3%, -8%, -3%
- C=CCc1cccc(/C=N/c2ncccc2O)c1O
 : -8%, -16%, 3%
- O=C(Nc1ccncc1)c1ccc(Cl)c([N+](=O)[O-])c1
 : -1%, -9%, -13%
- CCc1cccc(CC)c1NC(=O)c1cccc(N)c1
 : -5%, -3%, 2%
- Clc1ccccc1CSC1=NCCN1
 : -2%, -2%, 2%
- Cc1c(/C=C/C(=O)c2ccc(O)cc2)cnn1C
 : -10%, -4%, ?
- Cc1ccc(OCC(=O)NC(C)c2ccccc2)c([N+](=O)[O-])n1 (stereo not drawn)
 : 0%, -1%, 5%
- O=C(NCc1ccncc1)C(F)(F)C(F)(F)C(=O)NCc1ccncc1
 : -11%, 6%, 0%
- COc1ccc([C@H]2CC(=O)C=C(c3c(C)cc(C)cc3C)C2)cc1
 : -2%, -22%, .
- O=C(CSc1n[nH]c(-c2cccnc2)n1)Nc1ccccc1C(F)(F)F
 : -1%, 19%, -1%
- CC1CCCCC1NC(=O)CSc1nnc(CN2CCOCC2)n1C (stereo not drawn)
 : 1%, -1%, -2%
- CC(C)OP(=O)(OC(C)C)C(NC(=O)c1ccc(Br)cc1)c1ccccc1 (stereo not drawn)
 : -4%, -14%, 12%
- O=C(NN1C(=O)/C(=C/c2ccc(O)cc2)SC1=S)c1cccc(O)c1
 : -6%, -3%, -24%
- COc1ccccc1NC(=O)CCC(=O)Nc1cc(OC)c(NC(=O)c2cccs2)cc1OC
 : -4%, 6%, 0%
- Cn1cccc1C1C(C#N)=C(N)OC2=C1C(=O)CCC2 (stereo not drawn)
 : -5%, -13%, 6%
- Cc1cccc2cc(CN(Cc3ccc(F)cc3)C(=O)N3CCOCC3)c(=O)[nH]c12
 : -5%, -11%, 6%
- Cc1ccc(S(=O)(=O)c2cn(Cc3ccc(F)cc3)c3cc(N4CCCC4)c(F)cc3c2=O)cc1
 : -2%, 1%, .
- N#CC1=C2N=C(N)c3c(sc4c3CCCCC4)N2C2=C(C(=O)CCC2)C1c1ccccc1 (stereo not drawn)
 : -15%, -16%, ?

The closing 4 compounds of the part above lead into the next.
Value order – KAT2A inh, FEN1 inh, N370S GC
- Cn1cccc1C1C(C#N)=C(N)OC2=C1C(=O)CCC2 (stereo not drawn)
 : -5%, -13%, 6%
- Cc1cccc2cc(CN(Cc3ccc(F)cc3)C(=O)N3CCOCC3)c(=O)[nH]c12
 : -5%, -11%, 6%
- Cc1ccc(S(=O)(=O)c2cn(Cc3ccc(F)cc3)c3cc(N4CCCC4)c(F)cc3c2=O)cc1
 : -2%, 1%, .
- N#CC1=C2N=C(N)c3c(sc4c3CCCCC4)N2C2=C(C(=O)CCC2)C1c1ccccc1 (stereo not drawn)
 : -15%, -16%, ?
- Cc1ccc2[nH]c3c(=O)n4c(nc3c2c1)SCC4
 : -3%, -13%, 3%
- O=C(O)CC(C(=O)OCC1CCCO1)N1CCOCC1 (stereo not drawn)
 : -7%, -1%, -1%
- COc1cc(C2c3c(oc4ccccc4c3=O)C(=O)N2Cc2cccnc2)cc(OC)c1OC (stereo not drawn)
 : 9%, ., 0%
- CC(C)(C)NC(=O)CSc1nc(N)cc(=O)[nH]1
 : 1%, -7%, -4%
- CC(=O)OCC(NC(=O)C(CCCCNC(=O)OCc1ccccc1)NC(=O)OC(C)(C)C)C1OC(n2ccc(=O)[nH]c2=O)C(OC(C)=O)C1OC(C)=O (stereo not drawn)
 : ., 0%, 7%
- COc1ccc(C)cc1NC(=O)N1CCN(S(=O)(=O)c2ccc3c(ccn3C)c2)CC1
 : 4%, -18%, .
- Cc1cccc(NC(=O)c2c(F)c(F)c(F)c(F)c2F)c1
 : -2%, 4%, -8%
- COc1ccc2c3c(c(=O)oc2c1)C1O[C@](CCCCN2C(=O)c4ccccc4C2=O)(Cc2cc(OC)c(OC)cc21)O3
 : -1%[12.7 µM], ., -23%[12.8 µM]
- CCN1CCN(CCCNC(=O)c2ccc(NC(=O)C3=C(C)OCCS3)cc2)CC1
 : -26%, 20%, 9%
- CC(=O)Nc1ccc(NC(=O)CNC(=O)c2sc3ccccc3c2Cl)cc1
 : 2%, -1%, 0%
- C/C(Cl)=C/Cn1c(N2CCCC2)nc2c1c(=O)n(C)c(=O)n2C
 : -1%, -7%, 5%
- Nc1nonc1C(=O)NCCNCc1ccccc1OCc1ccccc1F
 : 4%, 1%, 7%
- O=C(Cn1nc(-c2cccc([N+](=O)[O-])c2)c2ccccc2c1=O)Nc1cccnc1
 : -1%, 3%, 0%
- Cn1nc(-c2ccccc2F)c2cc(C(=O)NCc3ccc(Cl)cc3)sc21
 : -4%, 8%, .
- COc1cccc(NC(=S)N2CCN(S(=O)(=O)c3ccccc3)CC2)c1
 : -1%, 16%, -6%

An excerpt from above in order of the N370S GC value, lowest first.
smiles	KAT2A inh	N370S GC
CC(=O)Nc1ccc(NC(=O)CNC(=O)c2sc3ccccc3c2Cl)cc1	2%	0%
Cc1ccc2[nH]c3c(=O)n4c(nc3c2c1)SCC4	-3%	3%
CCN1CCN(CCCNC(=O)c2ccc(NC(=O)C3=C(C)OCCS3)cc2)CC1	-26%	9%

Next section
Value order – KAT2A inh, FEN1 inh, N370S GC
- Cc1ccc(S(=O)(=O)n2cnc3ccccc32)cc1[N+](=O)[O-]
 : ?, -18%, -18%
- COC(=O)[C@@]1(Cc2ccccc2)[C@H]2c3cc(C(=O)N4CCCC4)n(Cc4ccsc4Br)c3C[C@H]2CN1C(=O)c1ccccc1
 : -6%, ., 0%&-12%
- C=CCN1C(=O)c2ccc(C(=O)N3CCN(S(=O)(=O)c4cccc(F)c4)CC3)cc2C1=O
 : 0%, -6%, -1%
- CC(=O)N1CCOc2ccc(S(=O)(=O)Nc3cccc(C)c3)cc21
 : -1%, 16%, -2%
- COC(=O)c1sc(SC)c2c1CC(C)(C)C/C2=N/O
 : -2%, 4%, 7%
- CC(C)c1nnc(NC(=O)CCc2ccccc2)s1
 : 0%, -11%, 2%
- Cc1cccc(C)c1NC(=S)N(CCN(C)C)C(C)c1ccccn1 (stereo not drawn)
 : -1%, -7%, 5%
- Cc1ccc(NC(=O)C2C3C=CC4(O3)C2C(=O)N(CCN2CCOCC2)C4C(=O)NC2CCCCC2)cc1C (stereo not drawn)
 : 1%, 2%, -17%
- NCC(=O)NCC(=O)NC[C@H]1O[C@@H](n2cnc3c(N)ncnc32)[C@H](O)[C@@H]1O
 : -2%, -7%, .
- COc1cc(OC)cc(-n2c(=O)c3sccc3n(Cc3c(C)cc(C)cc3C)c2=O)c1
 : -2%, -10%, .
- COc1cc(/C=N/NS(=O)(=O)c2ccc3ccccc3c2)ccc1OCc1ccc(C(=O)O)cc1
 : -2%, -6%, 6%
- COc1ccccc1N1CCN(CC(O)COc2ccc(C)c(C)c2)CC1 (stereo not drawn)
 : 18%, -13%, -6%
- CCOC(=O)c1c(C)[nH]c(C(=O)COC(=O)CSCC(=O)N(CC)CC)c1C
 : -8%, 5%, 10%
- CCOC(=O)c1c(CN2CCCCC2C)oc2ccc(OC)cc12 (stereo not drawn)
 : -6%, 2%, -5%
- COc1cc(NC(=O)NCC2CCN(Cc3ccccc3C)CC2)cc(OC)c1OC
 : -6%, 0%, 5%
- CCOC(=O)C1CCN(C(=O)CCC2CCCC2)CC1
 : -20%, 0%, -3%

Retrieved by structure from the list above (4):
Value order – KAT2A inh, FEN1 inh, N370S GC
- C=CCN1C(=O)c2ccc(C(=O)N3CCN(S(=O)(=O)c4cccc(F)c4)CC3)cc2C1=O
 : 0%, -6%, -1%
- COc1cc(NC(=O)NCC2CCN(Cc3ccccc3C)CC2)cc(OC)c1OC
 : -6%, 0%, 5%
- CC(=O)N1CCOc2ccc(S(=O)(=O)Nc3cccc(C)c3)cc21
 : -1%, 16%, -2%
- CCOC(=O)c1c(CN2CCCCC2C)oc2ccc(OC)cc12 (stereo not drawn)
 : -6%, 2%, -5%
